From PubChem
HT1080 viability = HT1080 cell viability loss – fluorescence readout (AID 620) | HT1080 viability, fluorescence; higher % means a stronger effect | cytotoxicity, % at 10 µM, or EC50 in µM where a hit was titrated | actives 0.42% (n = 87,000);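 also: cells exposed to compound overnight then 4 h with Alamar Blue; 0% = vehicle DMSO and 100% = killing control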
Spn MK inh = inhibitors of Streptococcus pneumoniae mevalonate kinase; inhibition, % at 10 µM; AID 555; actives 0.48% (n = 65,000); purified MK, PK/LDH-coupled NADH absorbance 340 nm;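 active = ranked among the strongest by inhibition in the single 10 µM screen, a fixed top-ranked set picked for dose follow-up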; also: no value below 0 was filed
Spn DPM-DC inh = inhibitors of Streptococcus pneumoniae diphosphomevalonate decarboxylase; purified DPM-DC, PK/LDH coupled NADH fluorescence; calls only at 10 µM; actives 0.49% (n = 65,000); AID 556;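 active = the 320 compounds with the highest percent inhibition in the single-dose primary screen, excluding strongly autofluorescent ones, cut at about 32% in these data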;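 also: kinetic rate of NADH fluorescence loss reporting ADP formed by the decarboxylase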
HPDE-C7K KRASV12 = cytotoxicity in KRAS-transformed pancreatic duct cells, primary screen, cell-based, fluorescence, HTS (AID 431); HPDE-C7K KRASV12 cells, Alamar Blue viability, 48 h; higher % means a stronger effect; cytotoxicity, % at 10 µM, or EC50 in µM where a hit was titrated; actives 1.7% (n = 63,000);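 active = compounds whose percent cytotoxicity in the single-dose primary screen, scaled between solvent and toxic-drug controls, exceeds 50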;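 also: 0% = DMSO solvent wells and 100% = doxorubicin-treated wells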
Spn PMK inh = S. pneumoniae PMK inhibition | purified PMK, PK/LDH-coupled NADH absorbance 340 nm | inhibition, % at 10 µM | actives 0.49% (n = 65,000);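 active = top-ranked compounds by inhibition in the single 10 µM screen, taking a fixed number of the strongest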;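 also: 0% = full reaction with DMSO carrier and 100% = background rate without enzyme reaction; no value below 0 was filed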
Bfl-1 inhibitors = displacement of Bid BH3 peptide from Bfl-1 – biochemical, fluorescence polarization, FITC-Bid, mouse, primary screen (AID 432); FITC-Bid BH3 peptide fluorescence polarization displacement; higher % means a stronger effect; displacement, % at 20 µM, or IC50 in µM where a hit was titrated; actives 0.02% (n = 64,000); in the data active = a potency from the dose series; inactive = the rest, 99 in 100 with displacement below about 15%; also: strong numbers were not always called active
LYP inhibition = inhibition of human PTPN22 tyrosine phosphatase – biochemical, DiFMUP fluorescence, recombinant catalytic domain, 10 µM, primary screen (AID 606) | recombinant LYP catalytic domain, DiFMUP fluorescence; higher % means a stronger effect | inhibition, % at 10 µM; hits with a dose series show IC50 in µM | 52,000 tested, under 10 active;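 active = IC50 under 40 µM in the dose-response test; inactive = IC50 of 40 µM or more, or never dose-tested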
HPDE-C7 cytotoxicity = HPDE-C7 pancreatic duct cell viability loss – fluorescence, HTS (AID 430); HPDE-C7 pancreatic duct cells viability, fluorescence; higher % means a stronger effect; one-dose cytotoxicity, % at 10 µM; EC50 in µM for titrated hits; actives 1.8% (n = 63,000);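 also: cells exposed to compound for 48 hours before viability readout; 0% = vehicle and 100% = reference cytotoxic drug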
TNAP inhibition = inhibition of tissue-nonspecific alkaline phosphatase – biochemical, luminescent (AID 518); purified TNAP enzyme, luminescent substrate readout; higher % means a stronger effect; inhibition, % at 20 µM, or IC50 in µM where a hit was titrated; actives 0.09% (n = 64,000); in the data active = a potency from the dose series; inactive = the rest, 99 in 100 with inhibition below about 22%;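 also: plate controls were vehicle for no effect and reference inhibitor for full effect; many of its hits are not listed in these tables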
Spn PMK inh pilot replicates = also measured in Spn PMK inh; calls as there; inhibition, %; measured here: pilot screen replicates
Spn MK inh pilot replicates = also measured in Spn MK inh; calls as there; inhibition, %; measured here: pilot screen replicates
Spn DPM-DC inh pilot screen % = further read-out of Spn DPM-DC inh, marked with its call; inhibition, %; measured here: pilot screen trials
Numbers without * were called inactive; i = inactive; nt = no result given. Rule as the data show it, unless noted: active = cytotoxicity above about 50%; inactive = the rest. The order is random; 3.5% or so of the library scored in one or more.

SMILES | HT1080 viability | Spn MK inh | Spn DPM-DC inh | HPDE-C7K KRASV12 | Spn PMK inh | Bfl-1 inhibitors | LYP inhibition | HPDE-C7 cytotoxicity | TNAP inhibition | others
O=C(NCCCN1CCN(c2ccccc2F)CC1)C1CCC(=O)N1C1CCCCC1 (stereo not given) | 18% | 0 | i | -4% | 13 | -10% | 7% | 5% | -4%
O=C(OCC(=O)N1CCCCCC1)c1n[nH]c(=O)c2ccccc12 | -2% | 1 | i | -3% | 9 | 1% | 9% | 0% | 8%
CCSc1nc2cc(C(=O)OC)ccc2c(=O)n1CC | -4% | 8 | i | nt | 7 | nt | 1% | nt | nt
CC(C)c1nc(C#N)c(NCCCn2ccnc2)o1 | 10% | 4 | i | -6% | 7 | -5% | 9% | 4% | 4%
O=C(CSc1nnnn1C1CCCC1)NCc1ccc2c(c1)OCO2 | -2% | 4 | i | -6% | 9 | 1% | 17% | -11% | 11% | Spn PMK inh pilot replicates=0.5;Spn MK inh pilot replicates=0.0;Spn DPM-DC inh pilot screen %=0.5
COc1ccc(OC)c(NC(=O)C(CC(=O)O)NCc2ccco2)c1 (stereo not given) | 4% | 3 | i | 6% | 11 | -12% | 6% | 6% | 11%
CCOc1ccc(Oc2nc(NCC(C)C)nc(OC)n2)nn1 | 0% | 6 | i | 3% | 8 | -4% | 6% | -9% | 5%
CC(NC(=O)c1ccccc1)c1nc2ccccc2n1Cc1ccc(C#N)cc1 (stereo not given) | 3% | 4 | i | -23% | 12 | 4% | 17% | -12% | 9%
CCOC(=O)c1sc2nc(NC(=O)C(C)(C)C)sc2c1C | -7% | 4 | i | 2% | 7 | -3% | -2% | 2% | 20% | Spn PMK inh pilot replicates=1.0;Spn MK inh pilot replicates=1.5;Spn DPM-DC inh pilot screen %=2.0
Cc1cc(NC(=O)c2noc3c2CCCCC3)nn1Cc1ccc(Cl)cc1 | 9% | 7 | i | -17% | 8 | -8% | 13% | -16% | 12%
COc1cc(C2C3C(=O)N(c4ccccc4)C(=O)C3ON2c2ccccc2)cc(OC)c1OC (stereo not given) | 4% | 5 | i | 7% | 16 | 8% | 1% | -5% | 12%
CC(=O)Nc1c(C#N)c(C(C)(C)C)cn1C | 5% | 7 | i | -7% | 7 | -4% | 9% | 5% | -1%
Cc1ccc(C)c(-c2nc3ccc(N)cc3[nH]2)c1 | 23% | 6 | nt | 14% | 12 | 1% | nt | 5% | 16% | Spn PMK inh pilot replicates=5.5;Spn MK inh pilot replicates=0.0
N#C/C(=C\c1ccc[nH]1)Sc1nc2ccccc2s1 | -4% | 0 | i | nt | 3 | -3% | -11% | nt | 22%
c1coc(-c2nn3c(-c4ccco4)nnc3s2)c1 | -22% | 9 | i | -16% | 17 | 11% | 7% | -5% | 2%
CCOC(=O)CSC1=C(C#N)C(c2ccc(C)cc2)C2=C(CCCC2=O)N1 (stereo not given) | -2% | 0 | i | 18% | 20 | -5% | 6% | -6% | 4%
CCOC(=O)c1[nH]c2ccc(F)cc2c1NC(=O)c1cc(OC)c(OC)c(OC)c1 | -2% | 7 | i | 3% | 9 | -3% | -14% | 0% | 0%
Cc1oc(/N=C/c2cccc3ccccc23)c(C#N)c1C | 1% | 0 | i | 32% | 0 | -3% | 1% | 21% | 8%
Cc1cc(C(=O)COC(=O)Cn2c(C(F)(F)F)nc3ccccc32)c(C)n1Cc1ccco1 | 0% | 0 | i | 10% | 8 | 0% | 0% | 5% | 9%
CCC(C)Oc1cccc(OCCCCN2C(=O)NC(C)(C)C2=O)c1 (stereo not given) | -3% | 10 | i | 28% | 3 | 6% | 13% | 8% | 10%
COc1cc(NC(=O)c2cc(CC(C)C)on2)c(OC)cc1Cl | -7% | 57* | i | 8% | 2 | -7% | 0% | 9% | 21% | Spn PMK inh pilot replicates=0.0;Spn MK inh pilot replicates=9.0*;Spn DPM-DC inh pilot screen %=0.0
O=C(c1cccc(C(=O)N2CCN(c3ccccc3)CC2)c1)N1CCN(c2ccccc2)CC1 | 5% | 37 | i | 2% | 6 | -6% | 0% | -10% | 8% | Spn PMK inh pilot replicates=0.0;Spn MK inh pilot replicates=0.0;Spn DPM-DC inh pilot screen %=0.0
C/C=C/Cn1c(SCc2ccc(Cl)cc2)nc2c1c(=O)[nH]c(=O)n2C | 20% | 6 | i | 8% | 0 | 2% | 13% | 5% | 7%
COc1cccc(C2/C(=C(\O)c3ccc4c(c3)OCO4)C(=O)C(=O)N2CCN(C)C)c1OC (stereo not given) | 13% | 0 | i | 0% | 0 | -4% | -7% | 3% | 8%
Cc1ccc(NC(=O)CC2SC3=NCCCN3C2=O)c(C)c1 (stereo not given) | 1% | 8 | i | -2% | 7 | 3% | 1% | -4% | 8%
Cc1cc2ncn(/N=C/c3cccnc3)c2cc1C | 0% | 10 | i | 12% | 9 | -9% | nt | -4% | 5%
CCOC(=O)c1cc(-c2ccco2)nc2c1c(C)nn2CCC#N | 2% | 2 | nt | 10% | 12 | 4% | 13% | -1% | 13% | Spn PMK inh pilot replicates=0.0;Spn MK inh pilot replicates=0.0
Cc1cccc(C2N(c3ccc(F)cc3)C(=O)C3CCCN32)c1 (stereo not given) | -3% | 5 | i | -36% | 14 | -8% | 19% | -15% | -1%
CCn1c(N2CCC(C)CC2)nc2c1c(=O)n(C)c(=O)n2C | 6% | 6 | i | 0% | 1 | -2% | 13% | -13% | 8%
COc1cccc(-n2c(COc3ccccc3C)nnc2SCC(=O)O)c1 | 13% | 1 | i | -1% | 17 | -11% | nt | -2% | 5%
CC(=O)NC(Cc1c[nH]c2ccccc12)C(=O)N1CCc2ccccc2C1 (stereo not given) | 4% | 0 | i | 8% | 16 | -5% | 4% | 5% | 2%
COc1ccc(C(=O)N(Cc2ccco2)Cc2cccs2)c(O)c1 | -9% | 5 | i | 6% | 11 | 2% | 0% | 3% | 8%
Cc1nc2sc(C(c3cccc(F)c3)N3CCCC(C)C3)c(O)n2n1 (stereo not given) | 5% | 5 | i | -2% | 14 | 2% | 15% | -13% | 6%
COc1ccc(/C(O)=C2\C(=O)C(=O)N(CCN(C)C)C2c2cccc(OC)c2OC)cc1 (stereo not given) | -10% | 9 | i | 16% | 0 | 0% | -2% | 19% | 10%
O=C(CC(O)(c1ccccc1)C(F)(F)C(F)F)c1cccs1 (stereo not given) | -2% | 1 | i | -12% | 7 | -4% | -4% | 2% | 20%
CCS(=O)(=O)N1CCC(C(=O)NCc2cccc(OC)c2)CC1 | -7% | 0 | i | nt | 1 | -11% | nt | nt | 11%
Cc1ccc(C2/C(=C(\O)c3cnn(-c4ccccc4)c3C)C(=O)C(=O)N2CCN(C)C)o1 (stereo not given) | -6% | 8 | i | -13% | 0 | -6% | -1% | -16% | -3%
COc1ccc(-c2cc3nc4c(c(N5CCC6(CC5)OCCO6)n3n2)CCCC4)cc1 | 9% | 6 | i | 0% | 8 | -6% | -2% | -8% | 4%
CCOC(=O)c1c(C)noc1CP(=O)(c1ccccc1)c1ccccc1 | 0% | 5 | i | 3% | 14 | 1% | 4% | 5% | 8%
CCOC(=O)C1CCN(C(=O)COC(=O)c2ccc(Br)o2)CC1 | -5% | 7 | i | -21% | 14 | 1% | -48% | -11% | -1%
Cc1ccc2c(c1)c1ncnc(N3CCC4(CC3)OCCO4)c1n2C | 33% | 13 | nt | -3% | 4 | -5% | nt | -19% | 4%
Cc1cccc(-c2cc3nc4c(c(N5CCCC(O)C5)n3n2)CCC4)c1 (stereo not given) | -6% | 5 | i | 7% | 5 | 5% | nt | -2% | 0%
COCCN(C(=O)CCCC(=O)Nc1ccccn1)C(C(=O)NC1CCCCC1)c1ccc(C)cc1 (stereo not given) | -1% | 5 | i | -3% | 9 | -8% | 3% | -3% | 3%
N#Cc1nc(COc2ccccc2Cl)oc1NCc1ccc(F)cc1 | 5% | 3 | i | -4% | 3 | 4% | nt | 2% | 17%
O=C(CCn1nnc2ccccc2c1=O)N[C@H](C(=O)O)c1ccccc1 | 24% | 8 | i | -5% | 7 | -8% | nt | -2% | 8%
COC(=O)c1cc(Br)ccc1-c1ccc(/C=N/n2nnnc2N)o1 | -1% | 6 | i | -9% | 0 | -5% | 4% | -4% | 8% | Spn PMK inh pilot replicates=3.0;Spn MK inh pilot replicates=1.5;Spn DPM-DC inh pilot screen %=3.0
Cc1cccc(/N=C/c2c(O)n(-c3cc(Cl)ccc3N3CCOCC3)c(=O)c3ccccc23)n1 | -11% | 0 | i | nt | 12 | 8% | nt | nt | 4%
COC(=O)c1ccccc1NC(=O)CSc1nc(O)cc(=O)n1C1CCCC1 | -2% | 5 | i | 6% | 13 | -6% | -14% | -3% | 10%
O=C(Cc1ccccc1)Nc1nc(-c2cccs2)cs1 | 0% | 0 | i | 3% | 4 | 6% | nt | 4% | 15%
Cc1ccc(C(=O)CSc2nnc(Cn3nnc4ccccc43)n2C)cc1 | -3% | 4 | i | 3% | 15 | -4% | nt | 5% | 14%
CCn1cc(NC(=O)Nc2ccc(OC)c(OC)c2)c(C(N)=O)n1 | 9% | 0 | i | 1% | 2 | 3% | nt | 0% | 6%
CCc1nnc(NC(=O)Nc2ccccc2OC)s1 | -1% | 0 | i | 10% | 0 | 1% | -6% | -7% | 7%
O=C(NCCN1CCCCC1)c1ccc2c(c1)OCCO2 | -1% | 3 | i | 7% | 13 | 2% | nt | 1% | -4%
COc1cc(NC(=O)c2onc(C)c2Cl)c(OC)cc1Cl | -2% | 2 | i | 7% | 17 | 6% | 0% | -4% | 13%
N#Cc1ccc(NC(=O)Nc2ccc(Cl)cc2)cc1 | -2% | 7 | i | 68%* | 8 | -5% | 6% | 58%* | 2%
O=C(CCc1ccccc1)Nc1ccc(Cl)cn1 | 52%* | 4 | i | 13% | 1 | 6% | 3% | 28% | 9%
CC(=O)N1CCN(c2ccc(Nc3ncnc4c3oc3ccccc34)cc2)CC1 | -28% | 11 | i | 19% | 13 | -4% | 13% | 10% | 0%
COc1ccccc1-c1cc(C(F)(F)F)nc(N2CCN(c3ccccc3)CC2)n1 | -8% | 6 | i | 21% | 0 | -6% | 11% | 30% | 7%
Cc1ccc(N2CCCCn3c2nc2c3c(=O)[nH]c(=O)n2C)cc1 | -3% | 9 | i | 12% | 7 | 1% | 11% | 10% | 9%
CCOC(=O)c1c(NC(=O)OC)sc2c1CCC2 | -1% | 2 | i | 4% | 2 | 0% | 13% | -4% | 19% | Spn PMK inh pilot replicates=3.5;Spn MK inh pilot replicates=0.5;Spn DPM-DC inh pilot screen %=0.0
CC(=O)c1cccc(NC(=O)C2CCN(S(=O)(=O)c3ccc(C)cc3)CC2)c1 | -1% | 5 | i | nt | 8 | nt | 14% | nt | nt
